TEAD-YAP inh: TEAD-YAP interaction inhibition, primary screen, TEAD-YAP interaction inhibitor project, luminescence, HEK-TIYL cells; TEAD-Gal4/YAP UAS-luciferase luminescence; inhibition, % at 9.12 µM; 1.4% of 640,000 active; AID 1259422, 2018; in the data active = inhibition above about 32%;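 note: 0% = median of test compound wells and 100% = reference inhibitor wells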
FBW7 activator: FBW7 E3 ligase activators, primary screen, biochemical, AlphaScreen, human; normalized activity (activation), % at 26.1 µM; AlphaScreen FBW7–phospho-cyclin E peptide binding, activator screen; 0.13% of 650,000 active; F-box/WD repeat-containing protein 7 (Homo sapiens), Q969H0; AID 1259310, 2017; in the data active = normalized activity above about 1.9%;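 note: purified mutant Fbw7 with reduced substrate affinity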
Target sequence (Q969H0 whole entry, looked up): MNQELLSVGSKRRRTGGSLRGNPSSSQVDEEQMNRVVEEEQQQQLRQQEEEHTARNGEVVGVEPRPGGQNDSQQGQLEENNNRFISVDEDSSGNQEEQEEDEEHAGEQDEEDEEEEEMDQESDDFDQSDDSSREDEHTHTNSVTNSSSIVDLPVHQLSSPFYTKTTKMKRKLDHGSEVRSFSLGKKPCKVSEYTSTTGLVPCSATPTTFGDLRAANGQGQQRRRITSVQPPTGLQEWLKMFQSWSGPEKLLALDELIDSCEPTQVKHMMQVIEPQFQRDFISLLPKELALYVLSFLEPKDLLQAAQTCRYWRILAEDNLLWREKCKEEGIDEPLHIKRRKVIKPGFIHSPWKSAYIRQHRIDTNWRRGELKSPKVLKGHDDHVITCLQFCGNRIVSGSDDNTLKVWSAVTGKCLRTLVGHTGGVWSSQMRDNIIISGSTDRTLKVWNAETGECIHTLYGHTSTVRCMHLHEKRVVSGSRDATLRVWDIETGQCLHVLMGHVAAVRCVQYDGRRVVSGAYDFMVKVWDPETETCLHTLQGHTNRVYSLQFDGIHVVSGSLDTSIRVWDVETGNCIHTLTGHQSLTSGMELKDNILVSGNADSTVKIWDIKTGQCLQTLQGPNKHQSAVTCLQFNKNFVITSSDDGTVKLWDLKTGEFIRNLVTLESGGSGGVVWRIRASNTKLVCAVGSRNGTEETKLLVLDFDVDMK
GPR151 activ: activators of human GPR151, primary screen, cell-based, PathHunter beta-arrestin, luminescence | activation, % at 11.2 µM | PathHunter beta-arrestin GPR151 cells | 1% of 650,000 active | G-protein coupled receptor 151 (Homo sapiens), Q8TDV0; in the data active = activation above about 4.9%;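 note: 0% = median of compound wells and 100% = cells with positive control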
MITF inh: MITF inhibitors, primary screen, biochemical, AlphaScreen, human. Microphthalmia-associated transcription factor (Homo sapiens), O75030. AlphaScreen MITF homodimerization, bead proximity signal. inhibition, % at 2.6 µM. 0.91% of 650,000 active; in the data active = inhibition above about 50%;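 note: 0% = vehicle wells with protein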
* hit, by the source's call; nt = no result given.

SMILES	TEAD-YAP inh	FBW7 activator	GPR151 activ	MITF inh
Cc1cc(C)n(-c2ccc(NC(=O)C3CCN(C4CCOCC4)CC3)cc2)n1	8	0.1	4.1	9
CCOc1cc(/C=C2\SC(=S)N(CCCOC)C2=O)ccc1O	-2	0.0	-1.6	32
CCc1cccc(NC(=O)C2CC=CCC2C(=O)O)c1 (stereo not drawn)	-7	0.0	3.8	0
CCOC(=O)c1c(C)[nH]c(NC(=O)NNC(=O)c2ccccc2)c1C	-5	0.8	-0.2	4
CC1CCCC(C)N1CCNC(=O)Nc1ccc(Cl)cc1 (stereo not drawn)	-1	-0.2	0.8	10
COC(=O)c1ccc(NC(=O)CC2C(=O)N(c3cccc(F)c3)C(=O)N2CC(C)C)cc1 (stereo not drawn)	6	0.4	-0.4	16
O=C(N1CCCCC1)C1(c2ccccc2)CCOCC1	17	0.2	-1.6	3
O=C(N/N=C/c1c(-c2ccccc2)nc2ccccn12)c1cc(=O)[nH]c(=O)[nH]1	0	-0.1	-0.5	-16
COCCNC(=O)/C(C#N)=C/c1ccccc1OCc1ccccc1	-12	-0.1	-0.7	-5
COc1ccc(NC2=CC(c3ccc(F)cc3)N(c3ccc(OC)cc3)C2=O)cc1 (stereo not drawn)	-10	0.7	1.7	7
Nc1nc(NCCO)cc(-c2ccccc2)n1	-18	0.0	-3.0	-4
CCOC(=O)c1c(C)n(CCNC(C)=O)c2ccc(OC)cc12	10	-0.1	1.4	12

At a glance, four of the compounds above:
SMILES	TEAD-YAP inh	FBW7 activator	GPR151 activ	MITF inh
COCCNC(=O)/C(C#N)=C/c1ccccc1OCc1ccccc1	-12	-0.1	-0.7	-5
COc1ccc(NC2=CC(c3ccc(F)cc3)N(c3ccc(OC)cc3)C2=O)cc1 (stereo not drawn)	-10	0.7	1.7	7
Nc1nc(NCCO)cc(-c2ccccc2)n1	-18	0.0	-3.0	-4
CCOC(=O)c1c(C)n(CCNC(C)=O)c2ccc(OC)cc12	10	-0.1	1.4	12

The list continues.
SMILES	TEAD-YAP inh	FBW7 activator	GPR151 activ	MITF inh
Cc1csc(NC(=O)Cn2ncc3c2-c2ccccc2OC3)n1	-3	0.2	-0.4	11
CCC1CCC(C(=O)NNC(=O)c2cc(-c3ccco3)[nH]n2)CC1 (stereo not drawn)	5	-0.1	0.4	-10
CCCCCCc1c(C)nc2nc(N)[nH]n2c1=O	-7	-0.1	-0.2	4
Clc1ccc(C2Oc3ccccc3C3=C2C(c2ccccc2)n2ncnc2N3)cc1 (stereo not drawn)	0	0.1	-0.8	4
Cc1noc(C)c1-c1cccc(C(=O)NCc2cccc(C(F)(F)F)c2)c1	9	0.1	0.6	-8
CCCCNC(=O)CSc1nc2cc(OC)c(OC)cc2c(=O)n1CCc1ccc(Cl)cc1	-11	-0.1	-0.4	2
Cc1ccccc1NC(=O)COc1ccc([N+](=O)[O-])cc1	8	0.0	1.1	-2
COc1ccc(/C=C2\C(=O)N(c3cccc(C(=O)O)c3)N=C2C)cc1	-1	-1.2	-1.1	13
O=C(CSc1nnc(-c2ccc(Cl)cc2Cl)o1)Nc1ccccc1C(F)(F)F	-17	0.3	-0.7	5
COc1ccc(C(c2nnnn2Cc2ccco2)N2CCN(c3ccccc3F)CC2)cc1 (stereo not drawn)	-10	-0.2	0.3	-6
CCOC(=O)C1C2C=CC3(CN(c4cccc5ccccc45)C(=O)C13)O2 (stereo not drawn)	-4	-0.3	-1.1	-4
CS(=O)(=O)NCCn1ccc2ccccc21	-3	0.0	3.3	-7
CCCCC(=O)NC1(C(F)(F)F)C(=O)N(CCCC)C2=C1C(=O)CC(C)(C)C2 (stereo not drawn)	-4	-0.1	0.4	5
Cc1ccc(N2C(=O)CC(N3CCN(C/C=C/c4ccccc4)CC3)C2=O)cc1 (stereo not drawn)	-12	-0.1	0.4	-5
COc1cc2c(-c3ccccc3)c(C)oc2cc1CN1CCc2nncn2CC1	7	-0.1	0.8	14
COc1ccc(/C=C(\NC(=O)c2ccco2)C(=O)NC(Cc2ccccc2)C(=O)O)cc1 (stereo not drawn)	1	0.3	-0.4	15
c1cnc2c(CN3CCc4nnc(C5CCCO5)n4CC3)cccc2c1 (stereo not drawn)	-8	0.1	0.5	4
COCCNCCCOc1ccc(OCc2ccccc2)cc1	-34	-0.1	0.1	22
Cc1cc(NC(=O)CN2CC[C@@H](c3ccccc3)[C@H](O)C2)no1	-3	0.0	0.0	10
COc1ccc(-n2c(C)c(C)n3c4c(=O)n(CC(N)=O)c(=O)n(C)c4nc23)c(OC)c1	1	0.1	-1.0	-4
COc1ccc(-c2nc(CCNC(=O)c3ccccc3)cs2)cc1	16	-0.1	-0.9	-2
CC(C(=O)NCc1ccc2c(c1)OCO2)N(c1ccccc1)S(C)(=O)=O (stereo not drawn)	-8	0.1	0.4	-14
O=C(OC[C@@H]1O[C@H]1c1ccccc1)Oc1ccc([N+](=O)[O-])cc1	nt	nt	-1.2	5
C=CCn1c(O)c(C2=c3cccc(C)c3=NC2=O)sc1=S	-2	0.0	0.8	0
COc1ccc(C2=NN(CCC(=O)NCCc3ccccc3)C(=O)CC2)cc1	3	0.9	0.0	2
COc1cc(OC)nc(NS(=O)(=O)c2ccc(N)cc2)n1	11	0.2	-0.7	2
Cc1ccc(NC(=O)/C(C#N)=C/c2ccc(C)s2)c(C)c1	-5	0.7	-1.1	17
CN(C)CCNC(=O)c1ccc(S(=O)(=O)c2ccc(Br)cc2)c([N+](=O)[O-])c1	55*	-0.1	-1.1	2
Cc1cccc(/C(N)=N/OC(=O)Oc2ccccc2)c1	23	0.3	-0.5	8
Cc1cc(C)c2oc(-c3ccc(C)c(NC(=O)c4ccccc4Cl)c3)nc2c1	3	0.4	-0.4	2
CC(C)n1cnc2c(N)nc(Nc3ccnn3C)nc21	-12	0.6	3.4	0
Clc1ccccc1CNc1nc2ccccc2n2cnnc12	3	0.6	-0.2	9
CC1(C)CC(=O)C2=C(C1)N=C1c3ccccc3C(=O)C1C2c1cccc(Cl)c1Cl (stereo not drawn)	6	0.1	0.8	2
CCN1C(=O)CC(C(=O)Nc2ccc(Cl)cc2)SC1=Nc1ccc(OC)cc1 (stereo not drawn)	38*	0.2	1.7	1
O=C(CNC(=O)C(c1ccccc1)c1ccccc1)N/N=C/c1ccccc1O	18	0.1	-0.4	-12
Cc1cc2c(=O)n(CC(=O)NCC(=O)NC3CCCCC3)cnc2s1	5	0.1	0.1	4
CC(=O)C1=C(C)NC(SCC(=O)OC(C)(C)C)=C(C#N)[C@@H]1c1ccccc1[N+](=O)[O-]	6	-0.2	2.4	5
CCCSc1nc2c(c(=O)[nH]1)C(c1ccc(OC)cc1)C1=C(CCCC1=O)N2 (stereo not drawn)	6	0.3	-1.0	20
CCOC(=O)c1c(CNc2ccncc2)n(C)c2cc(Br)c(OC(C)=O)cc12	8	0.0	0.8	-2
COc1ccc(CC(=O)NCCCN(C)C)cc1	2	0.0	0.6	-17
O=C(N/N=C/c1ccc2c(c1)OCO2)C(=O)NC1CC1	-10	-0.1	0.1	-6
Cn1ccnc1SCC(=O)c1cc2ccccc2oc1=O	1	0.0	-0.4	12
O=C(c1ccccc1)N1CCN(S(=O)(=O)c2ccccc2)C1c1ccccc1 (stereo not drawn)	-8	0.0	-0.4	-5
Cc1ccc(C)c(-n2c(CNC(=O)c3ccc(S(=O)(=O)N4CCCCC4)cc3)nnc2SCC(=O)N2CCc3ccccc32)c1	11	-0.1	-0.2	-5
Cc1ccc(NC(=O)CS(=O)CC(=O)NCCCc2ccccc2)cc1Cl (stereo not drawn)	3	0.2	-0.6	6
O=C(CCS(=O)(=O)c1cccs1)NC1CCCCCC1	-56	-0.1	0.2	-1
CCc1ccccc1N(CC)C(=O)CCCNC(=O)Cn1cnc2ccccc2c1=O	17	0.0	-1.0	0
O=c1c2ccccc2ccc2ccccc12	-7	0.4	-0.4	11

Structures from the list above that contain a thiophene ring, fused or not:
SMILES	TEAD-YAP inh	FBW7 activator	GPR151 activ	MITF inh
Cc1ccc(NC(=O)/C(C#N)=C/c2ccc(C)s2)c(C)c1	-5	0.7	-1.1	17
Cc1cc2c(=O)n(CC(=O)NCC(=O)NC3CCCCC3)cnc2s1	5	0.1	0.1	4
O=C(CCS(=O)(=O)c1cccs1)NC1CCCCCC1	-56	-0.1	0.2	-1

(continued)
SMILES	TEAD-YAP inh	FBW7 activator	GPR151 activ	MITF inh
CCCC(=O)NC(=S)Nc1ccc(C(C)=O)cc1	-31	-0.1	0.4	2
CCOc1ccc(C)cc1S(=O)(=O)N1CCOCC1	12	-0.4	3.7	4
CC(C)=CCn1c(N2CCN(C)CC2)nc2c1c(=O)[nH]c(=O)n2C	-11	-0.1	-0.4	4
Cc1ccc(NC(=O)c2sc3ncn(CC(=O)N4CCOCC4)c(=O)c3c2C)c(Br)c1	5	0.3	-0.4	3
O=C1C(=O)N(C2CCCC2)C(=O)N1CCN1C(=O)c2ccccc2S1(=O)=O	-1	-0.1	0.0	-6
CCCNc1nc(NCc2ccc3c(c2)OCO3)nc2c1ncn2C1CCCCC1	-19	0.2	-0.6	14
Cn1cc(CNC(=O)c2cccc([N+](=O)[O-])c2)cn1	3	0.2	-0.4	-16
O=C1Nc2ccc(Cl)cc2/C1=c1/sc2n(c1=O)CN(c1ccc(C(=O)O)cc1)CN=2	-5	0.1	-1.2	-12
COC(=O)C(Sc1c[nH]c2ccccc12)(C(F)(F)F)C(F)(F)F	21	-0.8	-1.1	6
CC(/C=C/c1ccco1)=N\NC(=O)c1cccc(Cl)c1	-42	0.1	0.2	12
COc1ccc(COC(=O)C2=C(C)NC(=O)NC2c2ccc(N(C)C)cc2)cc1 (stereo not drawn)	4	-0.4	0.7	3
Fc1ccc(-c2csc(Nc3cccc4ccccc34)n2)cc1	-2	-0.2	-0.4	-9
COc1cccc(-c2csc(/C(C#N)=C\Nc3ccc(NC(C)=O)cc3)n2)c1	3	0.0	-0.9	-5
CSc1ccc(S(=O)(=O)Nc2ccc(OCC(=O)N3CCOCC3)cc2)cc1	3	-0.2	-0.2	-6
CCOCCCNC(=S)N1CCC(C(=O)c2ccc3c(c2)OCCO3)CC1	4	0.0	1.7	-12
O=C(CCSCc1ccccc1Cl)NCc1ccc(Cl)c(Cl)c1	-3	0.1	0.8	-11
OCCC1CN(Cc2cn[nH]c2C2CCCCC2)CCN1Cc1ccccc1 (stereo not drawn)	2	0.4	-1.7	-5
CCNC(=O)Nc1cc(OC)c(OC)cc1C(=O)O	-1	-0.1	-2.0	-10
Cc1ccc(Cn2ccn(CC(=O)Nc3ccccc3C)c(=O)c2=O)cc1	8	1.7	-1.9	5
CN1C2=C(C(=O)CC(C)(C)C2)C(c2ccc(OCc3ccc(F)cc3)cc2)C2=C1CC(C)(C)CC2=O	-2	0.1	0.2	-6
COc1ccc(CN2CCN(Cc3ccccc3Cl)CC2)c(OC)c1OC	4	-0.1	-0.3	54*
O=S(=O)(NCc1csc(-c2cccs2)n1)c1cccs1	-11	0.7	0.3	12
Cc1ccc(S(=O)(=O)N(C)CC(=O)NCc2ccc(F)cc2)cc1	9	0.1	0.4	17
N#Cc1cccc(CN2C(=O)N(Cc3ccc(F)cc3)S(=O)(=O)c3ccccc32)c1	-12	0.0	-0.9	-20
O=C(NCc1cccc(C(F)(F)F)c1)c1cccc(Nc2nccc3ccccc23)c1	-4	0.1	-1.0	2
O=C(Nc1ccc2oc(-c3ccccc3)nc2c1)c1cc2nc(-c3cccs3)cc(C(F)(F)F)n2n1	7	-0.2	0.5	20
COc1ccc2c(C)cc(SCC(=O)Nc3sc4c(c3C(N)=O)CCC4)nc2c1	12	-0.1	0.0	8
O=C(O)c1cccc(I)c1C(=O)O	5	0.1	4.4	-9
CC(C)NC(=O)CSc1nc2ccccc2cc1C#N	-1	-0.2	-0.9	28
Cc1noc(C)c1S(=O)(=O)N1CCC(c2[nH]ncc2-c2ccccc2)CC1	-3	0.0	1.1	14
O=C(c1ccccc1)N1CCN(CC(O)COc2cccc3ccccc23)CC1 (stereo not drawn)	-14	0.2	1.7	-2
Cc1ccc(C)c2c1sc(=NC(=O)C1CC1)n2C	0	0.2	2.0	-5
CCCCSc1nnc2c(n1)OC(c1ccc(C)s1)N(C(C)=O)c1ccccc1-2 (stereo not drawn)	-22	-0.1	-0.3	2
CCCCNC(=O)c1cc2cc3cc(OC)ccc3nc2o1	-16	0.2	-0.2	-8
CCOC(=O)N1CCC(NC2CC(=O)N(c3ccc(-c4nc5ccccc5o4)cc3)C2=O)CC1 (stereo not drawn)	-14	-0.1	0.9	5
CC(=O)N1CCc2c([nH]c3ccccc23)C1c1cccc(C)c1 (stereo not drawn)	-3	0.1	0.1	3
CCCSCCCNC(=O)c1ccc2nc(N3CCOCC3)sc2c1	7	0.6	3.2	1
O=C(NC1(C(F)(F)F)Oc2ccccc2O1)N1CCc2ccccc2C1	-14	0.1	-1.2	-2
Cc1ccc(C)c(OCc2nc(-c3ccc(Cl)cc3)no2)c1	3	-0.1	0.8	-2
